# Screening data (PubChem BioAssay)
# CF NFkB inh: inhibitors of PAF-induced NF-kB signaling, primary screen, cell-based, GFP fluorescence, uHTS; actives 0.86% (n = 360,000); inhibition, % at 5 µM; KKLEB NF-kB-GFP reporter, GFP fluorescence overnight; AID 588850, 2011;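 active means at least 50% inhibition at 5 µM, scaled per plate between neutral and stimulator controls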;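 further: PAF is a Pseudomonas aeruginosa culture filtrate used as stimulus; plate controls were PAF-stimulated DMSO wells for no effect and unstimulated DMSO wells for full effect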
# KKLEB tox: cytotoxicity in KKLEB CF airway cells, primary screen, cytotoxicity control for CF NF-kB inhibitor project, cell-based, uHTS, fluorescence assay plates; KKLEB CF airway cells viability, ATPlite luminescence, overnight; stronger effect = lower value; cells stimulated with P. aeruginosa culture filtrate; activity change (cytotoxicity), % at 5 µM; actives 0.36% (n = 360,000); AID 602141, 2011;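 active means corrected activity change at or below -50% at 5 µM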
# TROY signal inh: inhibitors of TROY-driven NF-kB signaling, primary screen, Q293 LMP1-TROYcd cells, NF-kB luciferase, uHTS; Q293 LMP1-TROYcd NF-kB luciferase reporter, 4 h; inhibition, % at 10 µM; actives 0.98% (n = 360,000); AID 1347056, 2019;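 active means compounds whose plate-normalised and pattern-corrected inhibition of the luciferase reporter signal at the single screening dose is 50% or more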
# NR2F2 inh: NR2F2 transcriptional activity inhibitors, primary screen, cell-based, luciferase reporter, HEK293T, luminescence | COUP transcription factor 2 (Homo sapiens), P24468 | HEK293T NGFI-A luciferase reporter | inhibition, % at 8.6 µM | actives 0.7% (n = 370,000);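 active means inhibition above a per-plate cutoff, mean inhibition of test wells between control levels plus 3 SD, cut at about 38% in these data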;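 further: cells cotransfected with COUP-TFII expression vector driving the NGFI-A reporter; 0% = median of COUP-TF2 test wells and 100% = reporter-only cells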
# Target sequence (P24468 whole entry, looked up): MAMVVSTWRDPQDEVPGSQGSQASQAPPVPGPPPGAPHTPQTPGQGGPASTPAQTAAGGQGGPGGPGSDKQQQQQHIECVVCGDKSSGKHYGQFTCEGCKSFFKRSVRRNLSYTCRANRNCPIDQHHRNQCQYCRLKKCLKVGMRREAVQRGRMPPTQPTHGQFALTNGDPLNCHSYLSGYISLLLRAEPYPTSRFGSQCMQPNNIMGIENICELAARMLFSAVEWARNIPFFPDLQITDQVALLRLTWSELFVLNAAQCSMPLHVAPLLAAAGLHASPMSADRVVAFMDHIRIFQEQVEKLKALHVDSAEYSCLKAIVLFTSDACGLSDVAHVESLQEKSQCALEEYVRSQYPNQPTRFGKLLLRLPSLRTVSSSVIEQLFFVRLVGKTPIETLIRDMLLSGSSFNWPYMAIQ
# SRC3 inh: SRC3 coactivator transcriptional activity inhibitors, primary screen, cell-based, luminescence. inhibition, % at 3.6 µM. HEK293 GAL4-SRC3 luciferase reporter. actives 0.17% (n = 360,000);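 active means inhibition above a per-campaign cutoff, the mean of all compounds plus 3 SD, cut at about 60% in these data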;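 further: 0% = DMSO-treated cells and 100% = gossypol-treated cells at 36 µM; higher means less SRC3-driven luciferase light from the GAL4 reporter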
# Shn3 inh set2: reduction of Shn3 3'UTR firefly luciferase signal, primary screen, Schnurri-3 inhibitor project, cell-based, Clone20 osteoblasts, set 2 | Clone20 osteoblast Shn3 3'UTR firefly luciferase, 24 h | inhibition, % at 12.5 µM | actives 0.52% (n = 360,000) | AID 588674, 2011;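 active means mean inhibition of at least 75% with every replicate also reaching 75%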;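 further: 0% = median of neutral control wells and 100% = pilot-screen positive control compound; some compounds past the cut are filed as inactive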
# TRAIL sens C8: viability loss with TRAIL in NB7+C8 cells, primary screen, TRAIL sensitizer project, cell-based, ATPlite luminescence; inhibition (viability loss, TRAIL sensitization), % at 10 µM; actives 1% (n = 360,000);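 active means compounds causing at least 50% loss of cell viability in the single-dose screen, relative to plate controls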
# TWEAK-Fn14 inh: inhibitors of TWEAK-Fn14 signaling, primary screen, luciferase reporter cells, uHTS; actives 2% (n = 360,000); TWEAK-stimulated Fn14 reporter cells, luciferase luminescence, 8 h; AID 1159606, 2016; inhibition, % at 10 µM; in the data active means inhibition above about 50%
# NR5A2 inv ag: LRH-1 (NR5A2) inverse agonists, primary screen, cell-based, luminescence, HEK293T, StAR-luciferase reporter | LRH-1 transfected, 24 h | inhibition, % at 3.6 µM | actives 0.13% (n = 360,000);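 active means inhibition above the mean inhibition of all tested compounds plus 3 SD, cut at about 73% in these data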;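 further: 0% = DMSO wells and 100% = reporter-only cells lacking LRH-1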
# Target sequence (O00482 whole entry, looked up): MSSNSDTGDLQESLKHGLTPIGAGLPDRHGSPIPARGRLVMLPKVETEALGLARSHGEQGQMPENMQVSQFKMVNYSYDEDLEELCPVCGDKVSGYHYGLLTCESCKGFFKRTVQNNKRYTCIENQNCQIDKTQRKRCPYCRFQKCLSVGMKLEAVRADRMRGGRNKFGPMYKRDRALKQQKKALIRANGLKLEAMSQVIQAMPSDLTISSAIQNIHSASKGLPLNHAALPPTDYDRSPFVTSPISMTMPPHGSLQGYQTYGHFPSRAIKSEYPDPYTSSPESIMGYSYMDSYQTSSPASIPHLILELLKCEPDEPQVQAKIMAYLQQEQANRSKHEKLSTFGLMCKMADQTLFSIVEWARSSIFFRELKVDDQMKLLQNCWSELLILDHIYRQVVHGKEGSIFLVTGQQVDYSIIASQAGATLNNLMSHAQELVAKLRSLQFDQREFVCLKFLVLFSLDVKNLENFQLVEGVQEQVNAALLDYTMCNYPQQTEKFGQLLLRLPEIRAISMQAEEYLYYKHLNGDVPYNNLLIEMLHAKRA
# EBV LMP1 NFkB: EBV LMP1-driven NF-kappaB luciferase reporter inhibitors, primary screen, cell-based, luminescence, single point; LMP1-induced NF-kappaB luciferase reporter cells; inhibition, % at 12.5 µM; actives 0.69% (n = 350,000); in the data active means inhibition above about 41%;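 further: 0% = neutral control wells and 100% = reference inhibitor control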
# NCOA1 inh: SRC1 coactivator transcriptional activity inhibitors, primary screen, cell-based, luminescence | HEK293 GAL4-SRC1 luciferase reporter | inhibition, % at 3.6 µM | actives 0.12% (n = 360,000) | AID 588354, 2011;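 active means inhibition above the campaign mean plus 3 SD, with each screening campaign given its own cutoff, cut at about 60% in these data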;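 further: 0% = DMSO treated cells and 100% = gossypol at 36 µM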
# * = called active by the depositor; . = not tested or not shown. The list is partial. The share of hits here may be higher or lower than overall.
[1] Cc1nc2ccc(C(=O)Nc3ccc(N(C)C)cc3)cc2s1
[2] COc1ccc(C(=O)/C=C/C(=O)N(Cc2ccccc2OC)C(C(=O)NC2CCCCC2)c2ccncc2)c(O)c1 (stereo unspecified)
[3] COc1ccc(C(=O)Nc2cccc(S(=O)(=O)NC3=NCCC3)c2)cc1OC
[4] COc1ccc(-n2nnnc2SCC(=O)Nc2nnc(C)s2)cc1
[5] O=C1CCC/C=C/C[C@H](CC(=O)N(CCO)Cc2ccccc2)C(=O)N[C@@H](Cc2ccccc2)CO1
[6] COc1nc(N(C)C)nc(N(C)c2cc(Cl)cc(Cl)c2)n1
[7] CC(O)[C@H]1CC[C@H]2[C@@H]3CC[C@H]4C[C@@H](O)CC[C@]4(C)[C@H]3C(=O)C[C@]12C (stereo partly specified)
[8] Cc1cccc(C)c1Nc1nnc(SCc2nc3ccccc3s2)s1
screen / no.	1	2	3	4	5	6	7	8
CF NFkB inh	-17	-3	16	-19	13	8	-6	-12
KKLEB tox	4	2	0	9	-11	-9	9	4
TROY signal inh	-42	15	0	1	-10	6	8	10
NR2F2 inh	15	20	-17	9	3	1	22	-20
SRC3 inh	11	8	13	-24	0	6	6	-56
Shn3 inh set2	-21	15	-3	-10	-8	-3	-27	-59
TRAIL sens C8	-2	-7	15	8	-7	-10	-14	9
TWEAK-Fn14 inh	-6	-2	10	5	-3	-9	8	13
NR5A2 inv ag	9	-16	-4	-20	18	5	4	-123
EBV LMP1 NFkB	11	9	-2	4	-3	9	2	-39
NCOA1 inh	-41	4	-1	-21	-11	2	-1	-99

# One compound at a time (already shown):
# Results for `O=C1CCC/C=C/C[C@H](CC(=O)N(CCO)Cc2ccccc2)C(=O)N[C@@H](Cc2ccccc2)CO1` → CF NFkB inh: 13; KKLEB tox: -11; TROY signal inh: -10; NR2F2 inh: 3; SRC3 inh: 0; Shn3 inh set2: -8; TRAIL sens C8: -7; TWEAK-Fn14 inh: -3; NR5A2 inv ag: 18; EBV LMP1 NFkB: -3; NCOA1 inh: -11
# Results for `COc1ccc(C(=O)/C=C/C(=O)N(Cc2ccccc2OC)C(C(=O)NC2CCCCC2)c2ccncc2)c(O)c1` (stereo unspecified) → CF NFkB inh: -3; KKLEB tox: 2; TROY signal inh: 15; NR2F2 inh: 20; SRC3 inh: 8; Shn3 inh set2: 15; TRAIL sens C8: -7; TWEAK-Fn14 inh: -2; NR5A2 inv ag: -16; EBV LMP1 NFkB: 9; NCOA1 inh: 4

# New compounds follow
[9] Cc1nn(CC(=O)NCc2cccc3ccccc23)c(=O)c2ccccc12
[10] CC(C)CNC(=O)c1ccc(Cl)c(Cl)c1
[11] CC1CCN(C(=O)CSc2nnc(CNc3ccc(F)cc3)n2Cc2ccco2)CC1
[12] COc1ccc(-c2[nH]ncc2CN2CCN(C(=O)c3ccco3)CC2)cc1F
[13] CC(=O)c1cc(-c2ccccc2)n(CC(=O)NC2CCCCC2)c1C
[14] C=CCn1c(SCc2nc3cc(C(=O)OC)ccc3c(=O)[nH]2)nc2sc(CC)cc2c1=O
[15] Nc1nonc1OCCc1ccccc1
[16] CCOC(=O)c1sc(NC(=O)CSc2n[nH]c(CC)n2)nc1C
screen / no.	9	10	11	12	13	14	15	16
CF NFkB inh	-4	6	10	14	5	-8	5	11
KKLEB tox	-4	-2	2	2	-3	7	-6	-10
TROY signal inh	-26	-11	7	9	1	44	-9	10
NR2F2 inh	2	-9	-1	-7	8	19	-6	20
SRC3 inh	3	0	3	18	4	11	-20	15
Shn3 inh set2	8	13	5	-19	2	-4	13	17
TRAIL sens C8	-3	3	-3	-7	-6	-10	-3	-5
TWEAK-Fn14 inh	-15	-14	17	-6	-11	-29	2	-2
NR5A2 inv ag	1	10	12	3	-13	12	-12	-3
EBV LMP1 NFkB	-11	-9	3	6	9	-4	-2	9
NCOA1 inh	-7	-1	4	3	-1	6	-13	4

[17] CN(C)S(=O)(=O)c1cccc(NC(=O)CCCC2CCCCC2)c1
[18] CC(=O)NCCNC(=O)C1Cc2c(-c3ccccc3Oc3ccccc3)ccnc2O1 (stereo unspecified)
[19] COc1ccc(NC(=S)NCCCN2CCCC2)cc1
[20] CC(C)c1ccc(N(CC(=O)NC2CCCC2)C(=O)CCC(=O)Nc2nccs2)cc1
[21] COc1ccc(CCNC(=O)c2cc(=O)c3cc(C)ccc3o2)cc1OC
[22] CCc1cc(C(=O)N(CC)CC(=O)Nc2c(F)cccc2F)sc1C
[23] COc1ccccc1CC(=O)Nc1ccc([N+](=O)[O-])cc1O
[24] COc1cc(NC(=S)N2CCN(S(C)(=O)=O)CC2)cc(OC)c1
screen / no.	17	18	19	20	21	22	23	24
CF NFkB inh	-3	21	4	1	-15	4	22	14
KKLEB tox	21	-9	4	-10	-7	-15	-18	-16
TROY signal inh	-21	-7	12	8	17	-12	9	7
NR2F2 inh	-4	6	18	-15	19	15	0	-6
SRC3 inh	16	-1	2	-6	11	7	10	-12
Shn3 inh set2	-19	-14	-6	18	58	-1	20	13
TRAIL sens C8	-8	-7	-6	0	12	1	-3	-8
TWEAK-Fn14 inh	8	-7	-6	-9	15	5	18	9
NR5A2 inv ag	0	-6	10	10	9	11	21	-1
EBV LMP1 NFkB	-3	.	-9	3	12	-1	-6	-6
NCOA1 inh	-31	9	-3	12	-41	5	-4	-1

# A draw from above in order of SMILES length, lowest first.
[15] Nc1nonc1OCCc1ccccc1
[10] CC(C)CNC(=O)c1ccc(Cl)c(Cl)c1
[19] COc1ccc(NC(=S)NCCCN2CCCC2)cc1
[8] Cc1cccc(C)c1Nc1nnc(SCc2nc3ccccc3s2)s1
[16] CCOC(=O)c1sc(NC(=O)CSc2n[nH]c(CC)n2)nc1C
[22] CCc1cc(C(=O)N(CC)CC(=O)Nc2c(F)cccc2F)sc1C
[24] COc1cc(NC(=S)N2CCN(S(C)(=O)=O)CC2)cc(OC)c1
[21] COc1ccc(CCNC(=O)c2cc(=O)c3cc(C)ccc3o2)cc1OC
[12] COc1ccc(-c2[nH]ncc2CN2CCN(C(=O)c3ccco3)CC2)cc1F
[18] CC(=O)NCCNC(=O)C1Cc2c(-c3ccccc3Oc3ccccc3)ccnc2O1 (stereo unspecified)
screen / no.	15	10	19	8	16	22	24	21	12	18
CF NFkB inh	5	6	4	-12	11	4	14	-15	14	21
KKLEB tox	-6	-2	4	4	-10	-15	-16	-7	2	-9
TROY signal inh	-9	-11	12	10	10	-12	7	17	9	-7
NR2F2 inh	-6	-9	18	-20	20	15	-6	19	-7	6
SRC3 inh	-20	0	2	-56	15	7	-12	11	18	-1
Shn3 inh set2	13	13	-6	-59	17	-1	13	58	-19	-14
TRAIL sens C8	-3	3	-6	9	-5	1	-8	12	-7	-7
TWEAK-Fn14 inh	2	-14	-6	13	-2	5	9	15	-6	-7
NR5A2 inv ag	-12	10	10	-123	-3	11	-1	9	3	-6
EBV LMP1 NFkB	-2	-9	-9	-39	9	-1	-6	12	6	.
NCOA1 inh	-13	-1	-3	-99	4	5	-1	-41	3	9

[20] CC(C)c1ccc(N(CC(=O)NC2CCCC2)C(=O)CCC(=O)Nc2nccs2)cc1
[14] C=CCn1c(SCc2nc3cc(C(=O)OC)ccc3c(=O)[nH]2)nc2sc(CC)cc2c1=O
screen / no.	20	14
CF NFkB inh	1	-8
KKLEB tox	-10	7
TROY signal inh	8	44
NR2F2 inh	-15	19
SRC3 inh	-6	11
Shn3 inh set2	18	-4
TRAIL sens C8	0	-10
TWEAK-Fn14 inh	-9	-29
NR5A2 inv ag	10	12
EBV LMP1 NFkB	3	-4
NCOA1 inh	12	6

# (more compounds)
[25] Cc1cc(CNC(=O)Cc2c(F)cccc2Cl)nn1C
[26] COc1cccc(CNC(=O)C2CCC(=O)N(CC3CCCCC3)C2)c1OC (stereo unspecified)
[27] Fc1ccc(N2CCN(C3CCC(c4ccccc4)CC3)CC2)cc1 (stereo unspecified)
[28] COc1cc2c(cc1OC)[C@@H]1Cc3cc4c(cc3[C@H](C2)N1C)OCO4
[29] COc1ccccc1S(=O)(=O)N(C)C[C@H]1OCc2cnnn2CCCC(=O)N([C@@H](C)CO)C[C@@H]1C
[30] Cc1nc2nc(SCC(=O)NCCCN3CCOCC3)nn2c(C)c1Cc1ccccc1
[31] O=C1C=C(N(CCO)Cc2ccccc2)c2ccccc2C1=O
[32] O=C(Nc1cccc(F)c1)c1cccnc1N1CCOCC1
screen / no.	25	26	27	28	29	30	31	32
CF NFkB inh	4	-15	0	12	-14	-10	68*	25
KKLEB tox	1	4	-18	-23	-6	-7	9	-4
TROY signal inh	-15	6	18	2	-1	-19	5	13
NR2F2 inh	.	12	-5	2	3	13	.	5
SRC3 inh	-30	10	-1	1	10	18	13	14
Shn3 inh set2	-20	-14	7	-18	-15	-5	-19	0
TRAIL sens C8	-10	-7	9	0	-38	-6	-4	4
TWEAK-Fn14 inh	-11	-11	-2	-2	13	11	37	6
NR5A2 inv ag	-7	-13	11	7	3	0	18	0
EBV LMP1 NFkB	-13	18	8	4	-5	2	17	-10
NCOA1 inh	-25	-1	6	-5	1	8	2	13

[33] Cc1noc(C(=O)Nc2ccc(F)cc2F)c1Cl
[34] CS(=O)c1nc(-c2ccc(Br)cc2)cc(-c2ccccc2)c1C#N (stereo unspecified)
[35] CC(=O)c1cnc(SCCN2C(=O)c3ccccc3C2=O)nc1C
[36] Cc1ccccc1Oc1ccc2c(c1)[C@@H]1C[C@H](N(C)C(=O)c3ccc(C#N)cc3)[C@H]([C@H](C)O)C(=O)N1CC2
[37] COC(=O)CCCC1=CC2=C(c3ccccc3)C(=O)C(C)(OC(=O)C3CCCC3)C(=O)C2=CN1C1CCCC1 (stereo unspecified)
[38] COc1cccc(C(=O)NCCNC(=O)c2ccccn2)c1
[39] Cc1ccc(CNC(=O)c2ccc(N3CCC4(CC3)CC(c3ccccc3)=NO4)c(N)c2)cc1
[40] CCOc1cc(N2CCOCC2)c(OCC)cc1NC(=O)c1ccccc1
screen / no.	33	34	35	36	37	38	39	40
CF NFkB inh	0	14	-1	-7	3	-2	31	-4
KKLEB tox	2	-31	1	10	-9	10	-42	-2
TROY signal inh	-29	74*	-8	-10	-18	10	11	1
NR2F2 inh	-44	15	-2	-18	3	-4	-3	7
SRC3 inh	-13	57	-10	1	1	14	-20	-3
Shn3 inh set2	-13	76	-14	10	2	-16	37	-5
TRAIL sens C8	3	81*	-1	-16	3	-22	-10	-6
TWEAK-Fn14 inh	-7	56*	18	9	16	-8	3	-29
NR5A2 inv ag	-26	22	7	20	4	-23	0	9
EBV LMP1 NFkB	-5	13	9	4	7	-1	6	-5
NCOA1 inh	-50	11	-5	-6	-11	-7	-30	-7
